Tau fibril FP: tau fibrillization inhibition (FP); P10636; K18 P301L tau heparin fibrillization, Alexa594 FP, 6 h; Potency, µM (titrated, usually from 57.7 µM), for the others: at the highest dose activity, negative = inhibition, most hits filed as inhibitors; actives 0.39% (n = 280,000); AID 1468; note: nearly all actives have a fitted effect of over 55% in size
Target sequence (P10636 561-689 P618L limits assumed): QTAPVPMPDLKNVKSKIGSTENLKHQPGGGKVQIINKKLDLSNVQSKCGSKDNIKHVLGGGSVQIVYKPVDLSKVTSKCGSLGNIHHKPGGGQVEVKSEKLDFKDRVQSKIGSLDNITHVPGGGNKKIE
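FP of Alexa 594-tau after heparin (20 uM) induction. Substrate: human K18 P301L, 15 uM unlabeled, 0.24 uM labeled. Buffer 100 mM sodium acetate pH 7. 6 hr, 37 C.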
TR SRC2 fluor cs: alters Texas Red total fluorescence, flagging assay interference; TRb/SRC2 Texas Red total fluorescence interference; Potency, µM (series often up to 106 µM), for inactives: at the highest dose fluorescence change, negative = quenching; actives 0.29% (n = 280,000); AID 1479; active = well fitted curve in either direction with a large enough effect; inconclusive = small, poorly fitted or top-dose-only effect
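Human TRb ligand-binding domain at 0.6 uM with 20 nM Texas Red SRC2 peptide in Tris buffer containing 1 uM T3 and 5% DMSO, incubated with compound 5 h at ambient temperature. Total fluorescence (555/632 nm) calculated as parallel + 2 × perpendicular.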
Tau fluor cs: counter-screen for tau fibril formation inhibitors. actives 0.93% (n = 280,000). tau K18 P301L Alexa594 fluorescence, heparin fibrillization. Potency, µM (series often up to 57.7 µM), for inactives: top-dose activity change, negative = decrease. AID 1463; note: nearly all actives have a fitted effect of over 55% in size
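Human tau K18 P301L (15 uM unlabeled, 0.24 uM Alexa 594-labeled) in 100 mM sodium acetate pH 7 with 20 uM heparin, 6 hr at 37 C. ThT 30 uM added, 1 hr ambient; Alexa 594 FP and total fluorescence read at 555/632 nm.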
ALDH1A1 inh: inhibitors of human aldehyde dehydrogenase 1A1 | P00352 | Purified ALDH1A1, NADH fluorescence, propionaldehyde substrate | Potency, µM (top dose mostly 75.3 µM), for inactives: at the highest dose activity, negative = inhibition, hits mostly inhibitors | actives 7.3% (n = 220,000) | AID 1030; active = well fitted inhibition curve with a large enough effect, not every such curve was filed as active; inconclusive = small, poorly fitted or top-dose-only effect, or another doubt; inactive = no such curve, though single readings can be large or run the other way;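 note: plate controls were no enzyme wells and a reference inhibitor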
GLA spleen mod: inhibitors or activators of human alpha-galactosidase in spleen homogenate; P06280; human spleen homogenate, 4MU-alpha-Gal fluorescence, 40 min; Potency, µM (highest dose often 80 µM), for inactives: at the highest dose activity change, negative = inhibition, actives largely listed as inhibitors; actives 0.008% (n = 240,000); AID 2107;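 note: 0% = enzyme with vehicle and -100% = no enzyme basal signal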
Target sequence (P06280 32-429 limits assumed): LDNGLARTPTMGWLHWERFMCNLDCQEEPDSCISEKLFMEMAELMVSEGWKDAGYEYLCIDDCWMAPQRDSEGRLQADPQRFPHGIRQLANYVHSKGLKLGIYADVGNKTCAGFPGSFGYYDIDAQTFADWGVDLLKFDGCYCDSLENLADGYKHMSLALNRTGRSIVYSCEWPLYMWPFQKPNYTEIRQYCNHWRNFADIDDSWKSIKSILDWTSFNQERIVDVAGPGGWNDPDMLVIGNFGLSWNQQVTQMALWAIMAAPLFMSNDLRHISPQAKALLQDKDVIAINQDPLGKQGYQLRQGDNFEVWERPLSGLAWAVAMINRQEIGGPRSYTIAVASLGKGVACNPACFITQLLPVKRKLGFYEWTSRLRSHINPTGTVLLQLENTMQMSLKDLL
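Inhibition or activation of alpha-galactosidase in human spleen homogenate is scored by 4-MU fluorescence after 40 min at 37C, pH 5.0, with 1 mM substrate. AC50s come from concentration-response fitted to the Hill equation.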
L3MBTL1 block: L3MBTL1 (human) inhibition. Q9Y468. AlphaScreen L3MBTL1–H3K9me1 peptide binding. Potency, µM (titrated, usually from 57.1 µM), for the others: at the highest dose activity, negative = inhibition, actives largely listed as inhibitors. actives 0.66% (n = 230,000). AID 485360; note: nearly all actives have a fitted effect of over 60% in size
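First, the protein-peptide complex forms for 30 min at room temperature (L3MBTL1 50 nM, biotinylated H3K9me1 peptide 75 nM). Next, compounds are pin-transferred and incubated 30 min. Finally, AlphaScreen beads are added and read after 30 min.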
TRb SRC2 PPI: disrupts binding of human TR beta to SRC2 | actives 0.065% (n = 280,000) | Potency, µM (titrated, usually from 106 µM), for the others: at the top dose activity change, negative = inhibition, usual class: inhibitors | P10828 | TRbeta-SRC2 peptide binding, fluorescence polarization; receptor liganded with 1 µM T3;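 note: plate controls were bound peptide for no effect and peptide without receptor for full effect; nearly all actives have a fitted effect of over 50% in size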
Target sequence (P10828 whole entry, looked up): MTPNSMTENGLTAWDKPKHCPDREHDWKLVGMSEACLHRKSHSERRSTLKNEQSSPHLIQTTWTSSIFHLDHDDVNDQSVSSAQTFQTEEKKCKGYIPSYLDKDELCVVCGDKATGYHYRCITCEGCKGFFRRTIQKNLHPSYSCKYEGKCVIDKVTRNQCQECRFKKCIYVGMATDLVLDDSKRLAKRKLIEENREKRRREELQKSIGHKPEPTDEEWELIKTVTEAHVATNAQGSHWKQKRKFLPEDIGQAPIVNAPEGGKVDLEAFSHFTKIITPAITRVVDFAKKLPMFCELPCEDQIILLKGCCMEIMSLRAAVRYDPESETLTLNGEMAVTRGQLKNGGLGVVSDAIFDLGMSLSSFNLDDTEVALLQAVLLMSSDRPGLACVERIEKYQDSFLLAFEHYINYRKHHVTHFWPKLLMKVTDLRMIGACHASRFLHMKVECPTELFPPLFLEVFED
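A fluorescence polarization screen tested compounds at multiple concentrations against complex formation between 0.6 uM TRb ligand-binding domain and 20 nM Texas Red SRC2 peptide, with 1 uM T3 present; readout after 5 hr.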
Tau fibril ThT: inhibitors of human tau fibril formation, thioflavin T binding; Potency, µM (series often up to 57.4 µM), without a hit: at the highest dose activity, negative = inhibition, actives largely listed as inhibitors; recombinant tau K18 P301L, heparin-induced fibrillization, ThT fluorescence; actives 2.1% (n = 270,000); P10636; note: nearly all actives have a fitted effect of over 55% in size
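ThT emission at 510 nm, taken 1 hr after adding 30 uM dye, quantifies aggregates formed when 20 uM heparin acts on human tau K18 P301L for 6 hr at 37 C.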
An asterisk follows results filed as active; ? = inconclusive; / = not tested or not shown; & = joins results of further samples; [ ] = another dose, or the depositor's remark. Unless noted, calls come from the whole dose curve; as a rule, active = well fitted curve in the direction sought with a large enough effect; inconclusive = small, poorly fitted or top-dose-only effect, or another doubt; inactive = no such curve, though single readings can be large; an effect the other way counts as inactive or inconclusive. Unless noted, % is set by controls: 0 for no effect and ±100 for the full control effect; potency is the fitted concentration of half-maximal effect.

SMILES	Tau fibril FP	TR SRC2 fluor cs	Tau fluor cs	ALDH1A1 inh	GLA spleen mod	L3MBTL1 block	TRb SRC2 PPI	Tau fibril ThT
COc1cccc(NC(=O)CSCc2n[nH]c(=O)[nH]2)c1	1.9%	-2.0%	5.6%	0.7%	-3.8%	-11.5%[11.4 µM]	-5.4%	3.4%
CCOc1ccc(CCNC(=O)C2CCN(c3ncnc4c3nc3n4CCCCC3)CC2)cc1	-1.1%	22.4µM*[quencher]	-0.4%	/	/	/	-9.4%	-6.8%
O=C(CCn1cnc2onc(-c3ccc(F)cc3)c2c1=O)Nc1cccc(C(F)(F)F)c1	22.4µM*	-2.9%	?	/	/	/	-2.1%	13.7%
C/C(=N\NC(=S)Nc1ccccc1C)c1ccc(O)cc1	0.8%	4.0%	?	20µM*	-2.5%	-22.3%	0.0%	?
COc1ccc(-c2cc(-c3nnc(COC(=O)C4CC4C)o3)c3ccccc3n2)cc1OC (stereo unspecified)	-2.9%	?	?	?	-0.7%	55.0%[activator]	-11.0%	-5.3%
O=C(N/C=N/OCc1ccc(Cl)cc1Cl)NOCc1c(Cl)cccc1Cl	-10.0%	1.0%	-7.2%	1.0%	-3.7%	/	-7.9%	-0.9%
COc1ccc(C(=O)NCc2ccc(S(N)(=O)=O)cc2)cc1[N+](=O)[O-]	3.2%	-0.5%	-0.3%	?	7.5%	6.1%	12.4%	1.3%
COc1ccc(S(=O)(=O)Nc2ccc(S(=O)(=O)Nc3ccc(F)cc3)cc2)cc1C	?	-3.0%	?	?	1.6%	-6.2%	-18.2%	5.0%
O=C(NCCN1CCC(Cc2ccccc2)CC1)C1CCN(S(=O)(=O)N2CCC3(CC2)OCCO3)CC1	10.9%	2.0%	-3.1%	-1.5%	-5.8%	/	-0.9%	-7.8%
CC(C)N(C(=O)CSc1nnc(Cn2nnc3ccccc32)n1C)C(C)C	2.1%	1.6%	2.6%	4.4%	3.0%	/	-8.6%	-3.8%
O=C(c1ccc(Cl)cc1)c1cn[nH]c1-c1ccccc1O	0.0%	-1.5%	-10.1%	2.3%	8.9%	/	-8.6%	-4.3%
COc1ccc2c(c1)c(CC(=O)O)c(C)n2Cc1ccc(F)cc1	13.2%	-0.4%	-3.0%	-3.8%	7.2%	/	-0.1%	-6.4%
COC(=O)[C@@]1(Cc2ccc(F)cc2)[C@H]2c3cc(C(=O)N4CCCC4)n(CCc4ccc(O)c(O)c4)c3C[C@H]2CN1C(=O)c1ccccc1	-10.9%&-4.1%	-1.4%&-2.8%	?	1.5%&-0.8%	0.2%&4.4%	-25.8%	-6.0%&4.2%	?
COc1cc(/C=C/C(=O)OCC(=O)NCCN2C(=O)CSC2=O)ccc1OC(F)F	-0.1%	-2.5%	-1.7%	?	5.1%	/	-0.4%	-6.6%
COc1cc(C(=S)N2CCN(c3ccccc3Cl)CC2)cc(O)c1O	8.7%	2.7%	4.0%	4.6%	0.5%	?	9.1%	5.4%
CC(=O)NC1C(=O)SC1(C)C (stereo unspecified)	-0.7%	-5.4%	-19.3%	?	4.7%	4.4%	1.9%	-25.4%
Cc1sc2ncn(CC(=O)NCc3ccccc3)c(=O)c2c1C	-6.4%	-0.1%	-8.3%	/	2.3%	/	-4.0%	-4.8%
COc1ccc(-c2cc(C(F)(F)F)nc(N3CCN(Cc4ccccc4)CC3)n2)cc1OC	-3.0%	1.4%	-19.5%	-14.7%	7.6%	-4.4%	-2.2%	-9.6%
COc1cccc(NC(=O)COC(=O)c2cccnc2)c1	11.9%	-4.4%	-3.3%	?	3.2%	3.0%	0.1%	3.4%
NC(=O)NC(c1ccccc1)c1ccccc1	6.7%	-3.1%	-0.7%	7.2%	-2.5%	/	-17.1%	-3.5%
O=C(C1=C[C@@H](c2coc3ccccc3c2=O)C[C@@H](OCc2ccc(CO)cc2)O1)N1CCCCCCC1	4.3%	-1.0%	0.8%	-7.8%	8.4%	1.9%	-6.0%	-10.2%
CCOC(=O)CNC(=O)N1CCCC(C(=O)c2ccccc2SC)C1 (stereo unspecified)	-2.9%	0.5%	-9.4%	4.8%	-0.8%	1.4%	-1.5%	-6.5%
CCC1Oc2ccc(C)cc2N(CC(=O)NCc2ccco2)C1=O (stereo unspecified)	-5.7%	1.0%	-11.4%	?	8.0%	-6.2%	-1.2%	-18.8%
CCOP(=O)(OCC)C(Nc1ccccn1)c1ccc(F)cc1 (stereo unspecified)	0.2%	6.9%	-3.0%	5.2%	-6.2%	10.7%	0.9%	0.9%
CC(=O)Nc1ccccc1C(=O)N1CCN(c2cccc(C)c2C)CC1	7.6%	0.3%	-5.5%	-5.0%	?	52.1%[activator]	-8.1%	-6.7%

2 of the compounds above, with values under each structure.
Second line of a record: Tau fibril FP | TR SRC2 fluor cs | Tau fluor cs | ALDH1A1 inh | GLA spleen mod | L3MBTL1 block | TRb SRC2 PPI | Tau fibril ThT
O=C(N/C=N/OCc1ccc(Cl)cc1Cl)NOCc1c(Cl)cccc1Cl
 : -10.0% | 1.0% | -7.2% | 1.0% | -3.7% | / | -7.9% | -0.9%
O=C(c1ccc(Cl)cc1)c1cn[nH]c1-c1ccccc1O
 : 0.0% | -1.5% | -10.1% | 2.3% | 8.9% | / | -8.6% | -4.3%

Compound profiles, from the list above. Order of screens: Tau fibril FP	TR SRC2 fluor cs	Tau fluor cs	ALDH1A1 inh	GLA spleen mod	L3MBTL1 block	TRb SRC2 PPI	Tau fibril ThT
Record of `CC(=O)NC1C(=O)SC1(C)C` (stereo unspecified) = -0.7%	-5.4%	-19.3%	?	4.7%	4.4%	1.9%	-25.4%
Record of `CC(C)N(C(=O)CSc1nnc(Cn2nnc3ccccc32)n1C)C(C)C` = 2.1%	1.6%	2.6%	4.4%	3.0%	/	-8.6%	-3.8%
Record of `COc1ccc(S(=O)(=O)Nc2ccc(S(=O)(=O)Nc3ccc(F)cc3)cc2)cc1C` = ?	-3.0%	?	?	1.6%	-6.2%	-18.2%	5.0%
Record of `O=C(C1=C[C@@H](c2coc3ccccc3c2=O)C[C@@H](OCc2ccc(CO)cc2)O1)N1CCCCCCC1` = 4.3%	-1.0%	0.8%	-7.8%	8.4%	1.9%	-6.0%	-10.2%

Further structures follow.
SMILES	Tau fibril FP	TR SRC2 fluor cs	Tau fluor cs	ALDH1A1 inh	GLA spleen mod	L3MBTL1 block	TRb SRC2 PPI	Tau fibril ThT
Cc1cc(N2CCOCC2)nc(SCC(=O)c2ccccc2)n1	-1.7%	1.3%	-1.5%	-8.6%	6.2%	-1.0%	-6.7%	-3.3%
COc1ccc(S(=O)(=O)N2CCCCC2C(=O)O)cc1 (stereo unspecified)	0.9%	0.3%	-4.8%	?	-4.5%	11.4%	-2.5%	-1.1%
COc1cc(OC)cc(C(=O)NCC(=O)N2CCC(C)CC2)c1	-15.9%	-4.0%	-17.3%	4.8%	-0.5%	-1.9%	-0.6%	-15.8%
Cc1cccc(-[n+]2c(C)cc(C)c3c(=O)[nH]c(=O)[nH]c32)c1	1.7%	-0.7%	4.4%	?	2.4%	-6.2%	-3.4%	10.4%
COc1ccc(-n2cc(C(=O)O)c(=O)cc2C)cc1	10.1%	0.4%	1.7%	2.5%	-1.2%	-6.4%	-3.2%	-3.2%
Cc1cc(NC(=O)c2c([N+](=O)[O-])c(C)nn2C)no1	-2.1%	1.1%	4.8%	6.3%	5.5%	1.9%	0.5%	2.6%
COc1ccc(N2CCN(C(=O)c3ccccc3F)CC2)c([N+](=O)[O-])c1	7.4%	-1.4%	-9.5%	/	3.7%	/	-2.5%	/
C=CCn1c(SCC(=O)Nc2cc(C)cc(C)c2)nnc1-c1cnccn1	-9.5%	0.9%	-6.9%	3.5%	11.7%	5.3%	-15.0%	-1.4%
N#C/C(=C\c1ccc(OC(=O)c2cccs2)cc1)c1nc2ccccc2[nH]1	3.9%	-2.5%	8.7%	-1.7%	-1.0%	-4.9%	5.3%	9.4%
Nc1nc(-c2ccccc2)[nH]c(=O)c1N	3.1%	0.0%	-2.9%	?	-6.4%	-2.2%	6.7%	?
CN(CC1CCCO1)S(=O)(=O)c1ccc(C(=O)NCc2ccccc2)cc1 (stereo unspecified)	-4.1%	1.5%	-3.3%	0.4%	-23.0%	/	-9.8%	4.0%
CCOC(=O)C(C(=O)OCC)C(Nc1ccc(Br)cc1)c1ccccc1 (stereo unspecified)	10.6%	-1.6%	11.1%	1.8%	4.6%	0.1%	1.1%	?
CC1(C)CSC(=NCCc2ccccc2)N1C(=O)c1ccc(C#N)cc1	3.6%	-0.2%	-3.1%	-0.9%	-9.9%	6.0%	-5.4%	0.3%
CCN1CCN(C(=O)c2ccc3c(c2)N(Cc2ccc(F)cc2)C(=O)c2ccccc2S3=O)CC1 (stereo unspecified)	2.7%	-3.4%	-3.0%	-9.0%	3.1%	45.3%[activator]	-1.5%	-4.5%
CCOC(=O)n1c(=O)oc2ccc(Cl)cc21	-5.2%	2.7%	-7.9%	?	1.2%	-3.5%	7.0%	-9.2%
CCn1c(=O)cc(OCC(=O)N(C)c2ccccc2F)c2ccccc21	-11.5%	0.6%	-13.7%	?	-2.3%	/	-7.2%	-15.3%
Cc1nn(Cc2ccc(C(=O)n3cccn3)o2)c(C)c1Br	-3.0%	1.7%	-0.9%	0.1%	-4.4%	-9.4%	-9.1%	-6.7%
CN(C)c1ccc(NC(=O)CSc2n[nH]c(-c3ccco3)n2)cc1	-0.4%	-1.2%	-22.4%	?	3.6%	-18.6%	2.3%	?
CCCCN(CCCC)C(=O)CN(C)S(=O)(=O)c1ccc2c(c1)n(C)c(=O)c(=O)n2C	-3.5%	-1.3%	-1.5%	?	2.1%	20.3%	-1.3%	0.3%
Cc1nn(-c2ccc(N3CCOCC3)nn2)c(C)c1CCC(=O)NCc1ccccc1F	0.9%	-11.7%	2.9%	/	/	/	3.1%	2.1%
O=C(Nc1ccc(S(=O)(=O)NC2CCCC2)cc1)c1cnccn1	-13.4%	0.6%	-2.8%	?	-7.2%	-11.9%	-19.1%	2.7%
CC(=O)N/C(=C\c1ccc(F)cc1)C(=O)OC(C)C	8.5%	2.1%	0.2%	0.9%	2.1%	-4.5%	-19.8%	-3.8%
COc1ccc(C(=O)CC2OC(=O)c3ccccc32)cc1OC (stereo unspecified)	-9.8%	-4.6%	-7.7%	-4.6%	-1.4%	-5.1%	4.4%	-14.3%

A few values from above:
GLA spleen mod result of CN(C)c1ccc(NC(=O)CSc2n[nH]c(-c3ccco3)n2)cc1 is entered as 3.6%
Tau fibril FP result of Cc1nn(-c2ccc(N3CCOCC3)nn2)c(C)c1CCC(=O)NCc1ccccc1F is entered as 0.9%

Compound activity from PubChem.
